Assay outcomes (PubChem BioAssay)
CHT inh: inhibitors of human choline transporter CHT. 310,000 tested, 0.86% active. B-score at 10 µM. CHT-expressing cells, membrane potential dye, choline response; active compounds read low. High affinity choline transporter 1 (Homo sapiens), Q9GZV3;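 active means B-score over 3 SD under the library average, and starting fluorescence ratio not unusually high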;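 further: choline stimulus applied at its EC90 after an EC20 pre-addition; B-score computed on integrated fluorescence ratio after choline addition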
Target sequence (Q9GZV3 whole entry, looked up): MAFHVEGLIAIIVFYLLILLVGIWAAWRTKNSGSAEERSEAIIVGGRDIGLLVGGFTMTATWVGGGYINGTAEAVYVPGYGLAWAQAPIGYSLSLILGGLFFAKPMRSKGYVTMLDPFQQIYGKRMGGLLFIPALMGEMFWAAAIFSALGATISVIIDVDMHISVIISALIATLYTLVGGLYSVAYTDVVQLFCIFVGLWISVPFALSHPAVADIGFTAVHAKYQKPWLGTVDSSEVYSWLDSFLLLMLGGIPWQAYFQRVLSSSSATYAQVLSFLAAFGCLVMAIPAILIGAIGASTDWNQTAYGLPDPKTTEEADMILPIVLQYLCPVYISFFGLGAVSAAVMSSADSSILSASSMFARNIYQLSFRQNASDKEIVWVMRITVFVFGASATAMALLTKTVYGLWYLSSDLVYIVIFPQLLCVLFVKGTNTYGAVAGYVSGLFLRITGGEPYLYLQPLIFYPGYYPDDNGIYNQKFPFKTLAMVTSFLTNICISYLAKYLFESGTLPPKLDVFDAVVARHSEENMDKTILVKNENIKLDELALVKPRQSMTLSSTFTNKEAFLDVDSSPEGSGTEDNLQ
KCNQ2 inh: KCNQ2 potassium channel inhibitors, primary screen, cell-based, CHO-K1, FluxOR thallium flux, B-score (AID 2156). 20 min; active compounds read low. B-score at 10 µM. 310,000 tested, 1.1% active;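 active means fluorescence ratio B-score at most minus 3 library SDs, with starting brightness B-score within 2 library SDs, cut at about -5.5 in these data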
Starred values were filed as active, the others as inactive. The order is random; overall some 1.9% were active at least once.

Screening CCc1cc(C(=O)N2CCc3c([nH]c4ccccc34)C2c2ccc(OC)cc2F)no1 (stereo unspecified) returned CHT inh inactive and KCNQ2 inh inactive.
For Cc1cc(C(=O)Nn2cnnc2)cs1 the results were CHT inh inactive and KCNQ2 inh inactive.
`COc1ccc(COC(=O)CCNC(=O)c2ccc(Cl)cc2)cc1` gave CHT inh inactive and KCNQ2 inh inactive.
Screening COc1ccccc1NC(=O)CSc1ncn[nH]1 returned CHT inh inactive and KCNQ2 inh inactive.
For O=C(c1ccc(F)cc1)N1CCN(C(=O)c2cccnc2)CC1 the results were CHT inh inactive and KCNQ2 inh inactive.
COC(=O)c1ccc(CSc2nc3ccccc3[nH]2)o1 was read as CHT inh inactive and KCNQ2 inh inactive.
`CCCS(=O)(=O)N1CCC(C(=O)NCCN(CC)c2ccccc2)CC1` gave CHT inh inactive and KCNQ2 inh inactive.
Screening O=C(CCC(=O)c1ccccc1)Nc1ccccc1OC(F)F returned CHT inh inactive and KCNQ2 inh inactive.
CCCCCC(=O)Nc1cccc2ccccc12 was read as CHT inh inactive and KCNQ2 inh inactive.
Cc1ccc2nc(SCC(=O)N3CCCCC3)nc(=O)n2c1 was read as CHT inh inactive and KCNQ2 inh inactive.
For CCOc1ccc(C(=O)Nc2cc(-c3nc4ccccc4[nH]3)ccc2C)cc1[N+](=O)[O-] the results were CHT inh inactive and KCNQ2 inh inactive.
Screening O=C(CSc1ncccc1C(=O)O)NC12CC3CC(CC(C3)C1)C2 returned CHT inh inactive and KCNQ2 inh inactive.
CCCCNc1c(-c2cccc(-c3cc(C(C)=O)cs3)c2)nc2ccc(C)cn12 was read as CHT inh inactive and KCNQ2 inh inactive.
COC(=O)c1ccc(CN2CCN(C3CCCCC3)C(CCO)C2)cc1 (stereo unspecified) was read as CHT inh inactive and KCNQ2 inh inactive.
`CCC(C)C(NC(=O)C1CCC(C)CC1)C(=O)Nc1ccc(OC)cc1` (stereo unspecified) gave CHT inh inactive and KCNQ2 inh inactive.
`CCCCNC(=O)c1cc2cccc([N+](=O)[O-])c2[nH]1` gave CHT inh inactive and KCNQ2 inh inactive.
`Cc1cc(C(=O)Nc2cnc3ccccc3c2)ccc1[N+](=O)[O-]` gave CHT inh inactive and KCNQ2 inh inactive.
Screening Cc1ccc(/C=C/C(=O)NCCCn2ccnc2)cc1 returned CHT inh inactive and KCNQ2 inh inactive.
For Clc1cccc(Cl)c1Cn1nnc(-c2cccs2)n1 the results were CHT inh inactive and KCNQ2 inh inactive.
O=C(NC1CCCC1)c1cccc(S(=O)(=O)N2CCCCC2)c1 was read as CHT inh inactive and KCNQ2 inh inactive.
For O=C(OC(C(=O)Nc1cc(Cl)cc(Cl)c1)c1ccccc1)C1=COCCO1 (stereo unspecified) the results were CHT inh inactive and KCNQ2 inh inactive.
For O=C(COC(=O)c1ccccn1)Nc1ccc(S(=O)(=O)N2CCOCC2)cc1 the results were CHT inh inactive and KCNQ2 inh inactive.
O=C(CSc1n[nH]c(-c2ccccc2Br)n1)NC(=O)NCc1ccco1 was read as CHT inh inactive and KCNQ2 inh inactive.
O=C(Cn1cccc1)Nc1ccc(F)cc1F was read as CHT inh inactive and KCNQ2 inh inactive.
Screening Cc1ccc([C@@H]2[C@@H]3C(=O)N(C)C(=O)[C@@H]3[C@]3(C)C(=O)N(CC4CC4)CC(=O)N23)o1 returned CHT inh inactive and KCNQ2 inh inactive.
For CCN(C(=O)COC(=O)c1cc(S(=O)(=O)N2CCOCC2)ccc1F)C1CCS(=O)(=O)C1 (stereo unspecified) the results were CHT inh inactive and KCNQ2 inh inactive.
Screening O=C(CNS(=O)(=O)c1ccc(Br)s1)NC1CCCc2ccccc21 (stereo unspecified) returned CHT inh inactive and KCNQ2 inh inactive.
Screening C[C@H]([C@H](O)c1ccccc1)N(C)C(=O)CN returned CHT inh inactive and KCNQ2 inh inactive.
`CON/C=C(\C=Nc1ccc(F)cc1)c1ncc(C(F)(F)F)cc1Cl` gave CHT inh inactive and KCNQ2 inh inactive.
Screening COc1cccc(Cn2cnc3c(sc4nc(C)cc(C)c43)c2=O)c1 returned CHT inh inactive and KCNQ2 inh inactive.
BrCCOCCOc1ccc2ccccc2c1 was read as CHT inh inactive and KCNQ2 inh inactive.
Screening O=C1CCCc2ccccc2N1Cc1cccc(F)c1 returned CHT inh inactive and KCNQ2 inh inactive.
Screening Cn1c(=O)c2[nH]c(N=NNc3ccccc3F)nc2n(C)c1=O returned CHT inh inactive and KCNQ2 inh inactive.
For COc1ccc(C(=O)NC2CC3CCCC(C2)N3Cc2ccccc2)c(OC)c1 (stereo unspecified) the results were CHT inh inactive and KCNQ2 inh inactive.
Screening O=C(CCNC(=O)c1ccccc1)OCC(=O)c1cccc(Cl)c1 returned CHT inh inactive and KCNQ2 inh inactive.
`Cc1cc(C)c2c(N)c(C(=O)Nc3ccccc3Br)sc2n1` gave CHT inh inactive and KCNQ2 inh inactive.
Screening CCS(=O)(=O)NC(C)C(c1cccs1)N1CCN(c2ccc(F)cc2)CC1 (stereo unspecified) returned CHT inh inactive and KCNQ2 inh inactive.
Screening O=C(O)C1C2C=CC(C2)C1C(=O)NCCCn1ccnc1 (stereo unspecified) returned CHT inh inactive and KCNQ2 inh inactive.
`CCN(C(=O)c1cc(S(=O)(=O)N2CCCCC2)c[nH]1)c1ccc(OC)cc1` gave CHT inh inactive and KCNQ2 inh inactive.
`Cc1cc(C)c(OCCNC(=O)c2ccccc2Sc2ccccc2C#N)c(C)c1` gave CHT inh inactive and KCNQ2 inh inactive.
`CCOc1ccccc1NC(=O)c1cc(S(=O)(=O)N2CCC3(CC2)OCCO3)ccc1F` gave CHT inh inactive and KCNQ2 inh inactive.
`CCOC(=O)c1c(C)[nH]c(C2=NNC(=Nc3ccccc3OC)SC2)c1C` gave CHT inh inactive and KCNQ2 inh inactive.
For C=CCc1c(C)[nH]c2ccc(C)cc2c1=O the results were CHT inh inactive and KCNQ2 inh inactive.
`CCCCC(=O)NNC(=O)CC(=O)Nc1ccccc1C(=O)O` gave CHT inh inactive and KCNQ2 inh inactive.
For ClC1(CNc2ccccc2)CCN(Cc2ccccc2)CC1 the results were CHT inh inactive and KCNQ2 inh inactive.
`CCCCCCCC(=O)N/N=C/c1ccco1` gave CHT inh inactive and KCNQ2 inh inactive.
`COc1ccccc1C(=O)N1CCN(Cc2nc3cc([N+](=O)[O-])ccc3n2C)CC1` gave CHT inh inactive and KCNQ2 inh inactive.
For Cc1cccc(NC(=O)CCS(=O)(=O)c2ccc(Cl)cc2)c1 the results were CHT inh inactive and KCNQ2 inh inactive.
For O=C(CSc1nnc(-c2ccccn2)n1-c1ccc(Cl)cc1)Nc1ccc2c(c1)OCO2 the results were CHT inh inactive and KCNQ2 inh inactive.
O=C(Cn1cnc2ccccc2c1=O)NCC1COc2ccccc2O1 (stereo unspecified) was read as CHT inh inactive.
`COC(=O)C(C(=O)OC)c1ccc(NC(=O)c2cccc(Cl)c2)cc1` gave CHT inh inactive and KCNQ2 inh inactive.
Screening CCCCCC(=O)NC(=S)NC1C2CC3CC(C2)CC1C3 (stereo unspecified) returned CHT inh inactive and KCNQ2 inh inactive.
For CCOC(=O)C(C)NC(=O)CCc1nnc2ccc(N3CCCCC3)nn12 (stereo unspecified) the results were CHT inh inactive and KCNQ2 inh inactive.
COc1cccc(NC2C=CS(=O)(=O)C2)c1 (stereo unspecified) was read as CHT inh inactive and KCNQ2 inh inactive.
Screening CCOP(=O)(c1ccc(N(C)C)cc1)C(O)c1ccccc1F (stereo unspecified) returned CHT inh inactive and KCNQ2 inh inactive.
`COc1cc2c(cc1OC)C(c1ccco1)CC(=O)N2` (stereo unspecified) gave CHT inh inactive and KCNQ2 inh inactive.
Screening CCC(C)Cn1c(O)cc2nn(-c3nc4ccccc4s3)c(=O)c-2c1C (stereo unspecified) returned CHT inh inactive and KCNQ2 inh inactive.
Cc1cc(O)c(-c2cc(C(=O)Nc3ccc(S(=O)(=O)N4CCOCC4)cc3)[nH]n2)cc1C was read as CHT inh inactive and KCNQ2 inh inactive.
Screening CC(C)c1nnc(NC(=O)CCC(=O)Nc2ccc3cn[nH]c3c2)s1 returned CHT inh inactive and KCNQ2 inh inactive.
For CCOc1ccc(Cc2nnc(SCC(=O)Nc3ccc(C(C)=O)cc3)[nH]c2=O)cc1 the results were CHT inh inactive and KCNQ2 inh inactive.
CC1(C)CC(=O)C2=C(C1)OC(N)=C(C#N)[C@@]21C(=O)N(CC(N)=O)c2ccccc21 was read as CHT inh inactive and KCNQ2 inh inactive.
For COc1ccc(CC(=O)NCCN2CCCC2)cc1 the results were CHT inh inactive and KCNQ2 inh inactive.
Screening O=S1(=O)CCN2N=C(C3CC3)SC2=N1 returned CHT inh inactive and KCNQ2 inh inactive.
`CCCCc1c(C)c(C#N)c2nc3ccccc3n2c1Cl` gave KCNQ2 inh inactive.
CCN(CC)C(=O)CSC1=C(C#N)C(c2cccs2)C=C(C)N1 (stereo unspecified) was read as CHT inh inactive and KCNQ2 inh inactive.
For CCC(=O)OCC(=O)Nc1ncc(C(F)(F)F)cc1Cl the results were CHT inh inactive and KCNQ2 inh inactive.
For CC(=O)C1C(c2ccc(OC(F)F)cc2)NC(=O)NC1(O)C(F)(F)F (stereo unspecified) the results were CHT inh inactive and KCNQ2 inh inactive.
For Cc1ccc(Oc2cc(-n3nc(C)cc3C)ncn2)cc1 the results were CHT inh inactive and KCNQ2 inh inactive.
Screening CCn1c(SCC(=O)NC2CCCC2)nnc1-c1ccco1 returned CHT inh inactive and KCNQ2 inh inactive.
For Cc1cccc(NS(=O)(=O)c2cc3c4c(c2)CCN4C(=O)CC3)c1C the results were CHT inh inactive and KCNQ2 inh inactive.
`CN(CC1CCOCC1)C(=O)CC1C(=O)NCCN1Cc1ccc(F)c(F)c1` (stereo unspecified) gave CHT inh inactive and KCNQ2 inh inactive.
Cc1cc(=O)[nH]c(-c2ccccc2)n1 was read as CHT inh inactive and KCNQ2 inh inactive.

An excerpt from above in order of length of the SMILES, high to low:
CC1(C)CC(=O)C2=C(C1)OC(N)=C(C#N)[C@@]21C(=O)N(CC(N)=O)c2ccccc21 was read as CHT inh inactive and KCNQ2 inh inactive.
Cc1cc(O)c(-c2cc(C(=O)Nc3ccc(S(=O)(=O)N4CCOCC4)cc3)[nH]n2)cc1C was read as CHT inh inactive and KCNQ2 inh inactive.
For CCOc1ccc(Cc2nnc(SCC(=O)Nc3ccc(C(C)=O)cc3)[nH]c2=O)cc1 the results were CHT inh inactive and KCNQ2 inh inactive.
For CC(=O)C1C(c2ccc(OC(F)F)cc2)NC(=O)NC1(O)C(F)(F)F (stereo unspecified) the results were CHT inh inactive and KCNQ2 inh inactive.
`CN(CC1CCOCC1)C(=O)CC1C(=O)NCCN1Cc1ccc(F)c(F)c1` (stereo unspecified) gave CHT inh inactive and KCNQ2 inh inactive.
Screening CCC(C)Cn1c(O)cc2nn(-c3nc4ccccc4s3)c(=O)c-2c1C (stereo unspecified) returned CHT inh inactive and KCNQ2 inh inactive.
Screening CC(C)c1nnc(NC(=O)CCC(=O)Nc2ccc3cn[nH]c3c2)s1 returned CHT inh inactive and KCNQ2 inh inactive.
CCN(CC)C(=O)CSC1=C(C#N)C(c2cccs2)C=C(C)N1 (stereo unspecified) was read as CHT inh inactive and KCNQ2 inh inactive.
Screening CCOP(=O)(c1ccc(N(C)C)cc1)C(O)c1ccccc1F (stereo unspecified) returned CHT inh inactive and KCNQ2 inh inactive.
For CCC(=O)OCC(=O)Nc1ncc(C(F)(F)F)cc1Cl the results were CHT inh inactive and KCNQ2 inh inactive.
Screening CCn1c(SCC(=O)NC2CCCC2)nnc1-c1ccco1 returned CHT inh inactive and KCNQ2 inh inactive.
`CCCCc1c(C)c(C#N)c2nc3ccccc3n2c1Cl` gave KCNQ2 inh inactive.
Screening O=S1(=O)CCN2N=C(C3CC3)SC2=N1 returned CHT inh inactive and KCNQ2 inh inactive.
Cc1cc(=O)[nH]c(-c2ccccc2)n1 was read as CHT inh inactive and KCNQ2 inh inactive.

Continued.
Cc1ccc(O)c(C(=O)c2cnc3c(c2)COc2ccccc2-3)c1 was read as CHT inh inactive and KCNQ2 inh inactive.
O=C1NC2c3ccccc3C(=O)N2c2c1cnn2-c1ccccc1 (stereo unspecified) was read as CHT inh inactive and KCNQ2 inh inactive.
Screening CC(C)Oc1cccc(C(=O)NC(=S)NCc2cccnc2)c1 returned CHT inh inactive and KCNQ2 inh inactive.
O=c1[nH]c2ccccc2[nH]c1=O was read as CHT inh inactive and KCNQ2 inh inactive.
Screening Cc1ccc(C)c(OCC(=O)Nc2ccccc2C(=O)NC2CC2)c1 returned CHT inh inactive and KCNQ2 inh inactive.
c1ccc(-c2nnc3ccc(N4CCC5(CC4)OCCO5)nn23)cc1 was read as CHT inh inactive and KCNQ2 inh inactive.
CC1CCC(NC(=O)CCn2ccc3cc(S(=O)(=O)N4CCCC4)ccc32)CC1 (stereo unspecified) was read as CHT inh -6.3* and KCNQ2 inh inactive.
`O=C(N[C@@H](Cc1ccc(O)cc1)C(=O)O)c1ccc(C(F)(F)F)cc1` gave CHT inh inactive and KCNQ2 inh inactive.
For CC(C)OCCCNc1ncnc2c1nc1n2CCCC1 the results were CHT inh inactive and KCNQ2 inh inactive.
`CCCC(c1nnnn1Cc1ccccc1)N1CCC(C(N)=O)CC1` (stereo unspecified) gave CHT inh inactive and KCNQ2 inh inactive.
For C#CCOCCOCCOCCNc1nc(N2CCN(C(=O)[C@H]([C@@H](C)CC)n3cc(CCCN=C(N)N)nn3)CC2)nc(N2CCN(C(=O)[C@H](CCCCN)n3cc(CCCC)nn3)CC2)n1 the results were CHT inh inactive and KCNQ2 inh inactive.
For CC(=O)NC(Cc1ccccc1)C(=O)NC1CCN(C(=O)NC2CCCCC2)CC1 (stereo unspecified) the results were CHT inh inactive and KCNQ2 inh inactive.
`Cc1ccc(C)c(NC(=S)N2CCCCCC2)c1` gave CHT inh inactive.
